Assay outcomes: PubChem BioAssay, National Center for Advancing Translational Sciences (NCATS)
IMPase cell inh = IMPase inhibition in cells. CHO-M1 cells, IP1 accumulation, HTRF TR-FRET ratio. inhibition (IP1 accumulation), % at 46.1 µM. 120,000 tested, under 10 active; active = well fitted curve in the direction sought with a large enough effect in the signal ratio, not every such curve was filed as active; inconclusive = small, poorly fitted or top-dose-only effect, or a change in a side signal; inactive = no such curve, though single readings can be large or run the other way; the % refers to the signal ratio;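 note: cells stimulated with carbachol in lithium chloride buffer; plate controls were DMSO basal wells for no effect and reference inhibitor wells for full effect; higher means more IMPase inhibition seen as more IP1 and lower FRET ratio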
Target sequence (P97697 whole entry, looked up): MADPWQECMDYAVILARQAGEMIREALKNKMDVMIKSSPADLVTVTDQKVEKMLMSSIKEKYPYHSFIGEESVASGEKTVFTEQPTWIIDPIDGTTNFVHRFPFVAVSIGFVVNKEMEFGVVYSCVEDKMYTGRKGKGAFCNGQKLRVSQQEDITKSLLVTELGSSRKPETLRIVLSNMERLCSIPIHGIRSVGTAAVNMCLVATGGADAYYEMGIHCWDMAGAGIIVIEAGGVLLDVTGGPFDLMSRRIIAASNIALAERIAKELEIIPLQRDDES
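CHO-M1, 2000 cells/well, cultured 16–30 h; cpd up to 46 uM; carbachol (50 uM solution, stimulation buffer w/ 50 mM LiCl, pH 7.4), 30 min 37C; IP-One TR-FRET, 10 min RT; Ex 320/Em 665, 620; Hill-fit AC50.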
ALOX12 inhib = 12-hLO (ALOX12) enzyme inhibition; AID 1452; purified 12-hLO, xylenol orange hydroperoxide absorbance; hit rate 0.12% among 150,000; Potency, µM (series often up to 57.1 µM), for the others: top-dose activity change, negative = inhibition, usual class: inhibitors; note: potency is the fitted concentration of half-maximal effect; nearly all actives have a fitted effect of over 55% in size; many of its hits are not listed in these tables
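Purified human 12hLO (150 nM final) was preincubated with compounds for 15 min at room temperature in 25 mM Hepes pH 7.0, 0.01% Triton X-100, then reacted with 40 uM arachidonic acid for 30 min. Hydroperoxide was detected with ferrous iron/xylenol orange.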
PNC assembly inh = inhibitors of perinucleolar compartment assembly. PC3M PTB-GFP, PNC prevalence imaging, 16 h; stronger effect = lower value. activity change (PNC), negative = inhibition, % at 10 µM. hit rate 3.1% among 140,000;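 active = readout at or below -70, meaning at least 70% loss of cells showing the perinucleolar compartment, a nuclear body marking cancer cells; inconclusive = readout between -30 and a set limit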;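 note: plate controls were DMSO wells for no effect and camptothecin positive control wells for full effect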
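Compounds are pinned in duplicate onto adhered PC3M cells stably expressing GFP-tagged PTB and incubated 16 h at 37 C. Cells are then fixed, nuclei stained with Hoechst, and PNC-positive cells counted.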
ALOX15B inhib = inhibitors of human 15-lipoxygenase 2 (ALOX15B); O15296; purified 15hLO-2, xylenol orange hydroperoxide absorbance; Potency, µM (doses to about 57.1 µM), without a hit: top-dose activity change, negative = inhibition, most hits filed as inhibitors; hit rate 0.56% among 110,000; note: potency is the fitted concentration of half-maximal effect; nearly all actives have a fitted effect of over 60% in size; many of its hits are not listed in these tables
Target sequence (O15296 whole entry, looked up): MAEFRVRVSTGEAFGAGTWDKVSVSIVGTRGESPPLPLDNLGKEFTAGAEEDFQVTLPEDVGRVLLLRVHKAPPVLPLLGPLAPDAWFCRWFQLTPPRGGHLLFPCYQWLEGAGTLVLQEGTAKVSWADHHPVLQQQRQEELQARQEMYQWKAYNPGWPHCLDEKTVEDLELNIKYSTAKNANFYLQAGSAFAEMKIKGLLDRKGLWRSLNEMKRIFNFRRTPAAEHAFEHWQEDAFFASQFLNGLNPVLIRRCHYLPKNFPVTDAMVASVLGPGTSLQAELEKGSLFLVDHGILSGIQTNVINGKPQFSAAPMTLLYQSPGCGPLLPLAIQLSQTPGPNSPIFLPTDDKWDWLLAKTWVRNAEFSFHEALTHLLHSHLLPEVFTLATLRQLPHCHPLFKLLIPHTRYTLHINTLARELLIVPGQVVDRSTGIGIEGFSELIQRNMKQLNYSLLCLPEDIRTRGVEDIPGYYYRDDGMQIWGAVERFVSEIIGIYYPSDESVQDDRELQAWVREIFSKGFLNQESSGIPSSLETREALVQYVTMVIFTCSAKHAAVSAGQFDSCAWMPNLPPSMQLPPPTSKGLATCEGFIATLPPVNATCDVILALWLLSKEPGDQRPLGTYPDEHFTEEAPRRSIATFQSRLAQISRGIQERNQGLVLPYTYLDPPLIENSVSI
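Read-out: hydroperoxide product oxidises ferrous iron, measured as xylenol orange complex via the 573-to-405 nm absorbance ratio after 30 min. Reaction: 50 nM enzyme, 15 min compound preincubation, 45 uM arachidonic acid, 90 min RT, Hepes pH 7.5 with Triton X-100.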
* = called active by the depositor; ? = inconclusive; . = no result given; & = joins results of further samples; [ ] = dose if it differs, or a comment. Unless noted, calls come from the whole dose curve; as a rule, active = well fitted curve in the direction sought with a large enough effect; inconclusive = small, poorly fitted or top-dose-only effect, or another doubt; inactive = no such curve, though single readings can be large; an effect the other way counts as inactive or inconclusive. Unless noted, % is set by controls: 0 for no effect and ±100 for the full control effect.

Start of the listing, in advance:
canonical_smiles	IMPase cell inh	ALOX12 inhib	PNC assembly inh	ALOX15B inhib
Cc1cccc(N2CCN(C(=O)Cc3c(C(=O)O)[nH]c4ccc(Cl)cc34)CC2)c1C	-3.4	-16.5%	?	-21.8%
Clc1ccc(-c2csc3ncnc(N4CCc5ccccc5C4)c23)cc1	.	2.3%	-27.8	.

The whole of this part, from the start:
canonical_smiles	IMPase cell inh	ALOX12 inhib	PNC assembly inh	ALOX15B inhib
Cc1cccc(N2CCN(C(=O)Cc3c(C(=O)O)[nH]c4ccc(Cl)cc34)CC2)c1C	-3.4	-16.5%	?	-21.8%
Clc1ccc(-c2csc3ncnc(N4CCc5ccccc5C4)c23)cc1	.	2.3%	-27.8	.
COc1cc(N=c2ssnc2Cl)c(OC)cc1Cl	8.7	20µM*	10.4	25.1µM*
O=C(N/N=C/c1ccc2c(c1)OCO2)c1cc(-c2ccccc2)nc2ccccc12	.	-6.2%	105.2	.
CCN1CCN(C(=O)c2cc3nc(-c4ccccc4)cc(C(F)(F)F)n3n2)CC1	7.6	6.9%	0.8	-9.5%
CCOC(=O)c1cn(Cc2c(C)c(C)c(C)c(C)c2C)nn1	.	1.4%	18.3	.
CN(C)CCNc1nc2c(c(=O)n(C)c(=O)n2C)n1C	.	-4.7%[11.4 µM]	.	-5.3%[11.4 µM]
Cc1ccc(NC(=O)c2ccoc2C)cc1C	.	0.0%	27.3	.
CCOc1cc(/C=N/NC(=O)c2ccncc2)cc(Cl)c1OS(C)(=O)=O	.	10.3%	-12.4	.
CCCOc1c(OC)cccc1C1CC(=O)Nc2cc3c(cc21)OCCO3 (stereo unspecified)	3.9	1.5%	22.1	.
COc1ccc(/C=C/C(=O)N2CCN(S(=O)(=O)/C=C/c3ccccc3)CC2)cc1OC	.	-0.1%	27.3	.
CC(NC(=O)c1ccco1)C(c1cccs1)N1CCOCC1 (stereo unspecified)	3.9	-8.0%	-17.3	7.6%
Cc1cc(SCC(=O)Nc2ccccc2C)nc(C)n1	-3.5	-0.3%	-24.8	-4.8%
O=[N+]([O-])c1cccc(S(=O)(=O)NCCCN2CCOCC2)c1	.	0.7%	33.0	.
COC(=O)c1c(C)c(C)nc(N)c1C#N	-6.8	2.2%	7.3	-6.8%
CCCNC(=O)N1CCC(C(=O)c2ccc(F)cc2)CC1	-1.4	2.0%	25.7	-2.4%
CCOC(=O)c1sc2nc(C(C)C)c3c(c2c1N)CCC3	-6.0	0.9%	36.7	.
CC(Oc1ccccc1F)C(=O)NN (stereo unspecified)	.	0.2%	6.7	.
COc1cc(OC)cc(C(=O)Nc2ccc(-c3nc4ccccc4o3)cc2)c1	-1.3	-9.2%	-13.4	1.9%
COc1cc(/C=C(\C#N)C(=O)N2CCOCC2)cc(Br)c1O	.	-3.3%	?	.
CC/C(=N/Nc1cccc(C)c1)c1cnnc(SC)n1	.	1.6%	19.5	.
CCOC(=O)Nc1ccc2c(c1)OCO2	1.2	-5.7%	37.7	-1.3%
Cc1ccc(C(=O)NNC(=O)c2ccco2)cc1	8.4	-4.3%	?	.
Cc1nnc(NC(=O)CSc2nc(C3CCCCC3)nc3ccccc23)s1	-15.2	2.2%	-1.5	4.2%
COc1ccc(C(=O)c2c[nH]c(C(=O)NCc3ccco3)c2)cc1	1.0	-2.4%	-16.2	0.5%
CCOc1ccc2oc(-c3ccccc3)c(C(=O)N3CCN(C)CC3)c2c1	-3.0	-0.3%	8.5	20.1%
COc1ccc(C(=O)CCC(=O)O)cc1	7.0	-5.7%	4.1	9.5%
C=CCC1c2cccc(C(=O)O)c2C(=O)N1c1ccc(F)cc1 (stereo unspecified)	2.9	-7.1%	27.8	-9.8%
CCn1c(=O)cc(OCC(=O)NCCCN2CCC(C)CC2)c2ccccc21	3.0	2.8%	-20.9	7.1%
CCSc1ccccc1C(=O)Nc1nncs1	-7.7	0.4%	57.5	-16.4%
Cc1onc(-c2ccccc2)c1C(=O)NCCc1ccc(S(N)(=O)=O)cc1	-0.3	0.3%	?	3.4%
CCOc1ccc(C2C(C#N)=C(C)NC3=C2C(=O)c2ccccc23)cc1 (stereo unspecified)	6.4	-11.8%	-24.2	-9.3%
Cc1ccccc1OCC(O)Cn1c(NCc2ccco2)nc2c1c(=O)n(C)c(=O)n2C (stereo unspecified)	9.7	-8.8%	-3.5	2.7%
CCCCN(CC)CCNc1c(NC2CCN(C(=O)OCC)CC2)c(=O)c1=O	-1.4	1.5%	-13.4	7.4%
COc1ccc(NC(=O)c2c(Nc3ccccc3)sc(C(=O)c3ccc(F)cc3)c2N)cc1	9.9	-5.3%	?	-23.7%
C=CCn1c(-c2cccn(Cc3ccc(Cl)cc3Cl)c2=O)n[nH]c1=S	-0.7	-5.3%	48.3	-28.9%
C=CCNC(=O)CSc1nc2cc(C(=O)OCC)ccc2n1CC	0.0	1.3%	?	-1.5%
CCC(Oc1ccccc1)C(=O)Nc1ccc(S(=O)(=O)NCC2CCCO2)cc1 (stereo unspecified)	?	1.2%	-14.8	-1.8%
CS(=O)(=O)N1CCC2(CC1)CN(Cc1ccccc1)C2	.	-2.8%	.	0.2%
O=C1c2cnccc2CN1Cc1ccccc1	5.2	-6.5%	?	6.9%
N#CCSc1nc(-c2ccccc2)c2cc(Cl)ccc2n1	.	1.6%	-11.5	.
Cc1ccc(NC(=O)CSc2nnc(Cn3cnc4ccccc43)o2)c(C)c1	-1.4	15.0%	-11.5	?
NC(=O)C1(N2CCCCC2)CCN(C(=O)c2ccc(C#Cc3ccccc3)o2)CC1	1.8	-2.0%	68.7	-7.2%
Cc1sc2nc3n(c(=O)c2c1C)Cc1ccccc1-3	7.8	-8.3%	0.8	-3.1%
COc1cccc(OCC(O)CN2CCOCC2)c1 (stereo unspecified)	-6.5	-5.5%	-21.5	-5.1%
O=C(C1Cc2ccccc2O1)N1CCCCC1 (stereo unspecified)	2.2	-2.5%	7.1	-1.4%
COc1ccc(NC2=C(Cl)C(=O)N(CCc3ccccc3)C2=O)c(OC)c1	.	-3.1%	37.2	.
Cc1ccc(NC(=O)C2CC(=O)NC(N3CCc4ccccc43)=N2)cc1 (stereo unspecified)	?	-1.1%	0.1	-13.8%[11.4 µM]
CCOc1ccc(NC(=O)[C@@H](NC(=O)c2ccccc2)[C@@H](C)CC)cc1	6.0	-7.2%	-20.4	-3.3%
CCCCOc1ccccc1NC(=O)Cn1c(-c2nonc2N)nc2ccccc21	5.5	2.3%	-94.7*	1.0%[2.29 µM]
COCCNC(=O)[C@H](C)[C@H]1C[C@]1(C)[C@H](NC(=O)OCc1ccccc1)c1ccccc1	.	3.4%&-3.8%	-2.0	0.8%
O=c1c2ccccc2nc(SCc2cc([N+](=O)[O-])cc3c2OCOC3)n1-c1ccccc1	.	-3.1%	-92.1*	.
Cc1cccc2sc(NC(=O)CN3C(=O)c4ccccc4C3=O)nc12	-9.3	-1.3%	?	.
Cc1c(NC(=O)CSc2ccccn2)c(=O)n(-c2ccccc2)n1C	4.0	-2.4%	30.9	-2.5%
Cc1nnc(NC(=O)CSc2nccn2-c2cccc(C)c2C)s1	6.3	2.6%	-13.3	3.3%
O=C(Nc1ccccc1-c1nc2ccccc2s1)c1cccnc1	-14.8	1.5%	10.6	.
CCOC(=O)c1cc(-c2ccc(Cl)cc2)nc2onc(C)c12	-0.4	-5.6%	-15.2	5.6%
Cc1cc(C)n(-c2ccc(C(=O)OC(C)C)cc2)n1	0.3	-7.7%	65.4	5.5%
O=C/C(=C\Nc1ccccn1)c1nc2cc(Cl)ccc2o1	3.1	?	?	.
Cc1ccc(N(C(=O)c2ccncc2)C2C=CS(=O)(=O)C2)cc1 (stereo unspecified)	-11.4	-2.9%	27.2	.

Going on with the list.
canonical_smiles	IMPase cell inh	ALOX12 inhib	PNC assembly inh	ALOX15B inhib
CCOc1ccc(S(=O)(=O)Nc2ccc(C(=O)N/N=C(\C)c3ccc(-n4ccnc4)cc3)cc2)cc1	4.9	-1.3%	5.2	39.2%[activator]
CCC(C)N(C(=O)CSc1nc(-c2ccccc2)cs1)C1CCS(=O)(=O)C1 (stereo unspecified)	0.4	5.6%	14.7	-4.4%
CCOC(=O)N1CCC(Nc2c(NCCCN(C)Cc3ccccc3)c(=O)c2=O)CC1	3.4	10.0%	32.0	8.6%
O=C(O)CC1Sc2nc3ccccc3n2C1=O (stereo unspecified)	2.0	9.0%	-7.3	3.3%
CSc1nccc(Oc2cccc(C#N)c2)n1	.	-4.2%	-23.0	.
Cc1ccc2nc(SCC(=O)c3ccc4c(c3)OCO4)[nH]c2c1	8.7	-17.4%	25.8	-3.1%
CCCCCc1c(C)nc(Nc2ccccc2)[nH]c1=O	1.2	2.0%	-23.9	-8.8%
O=C(O)CCCCCN1C(=O)c2ccc(C(=O)O)cc2C1=O	-3.1	-4.5%	32.7	1.9%
Cc1ccc(-c2cc(C(=O)NCCCN3CCOCC3)no2)cc1	-1.9	0.5%	20.1	4.3%
O=C(c1cn(-c2ccccc2)nc1-c1cccs1)N1CCOCC1	-16.3	4.2%	73.2	1.9%
Cc1ccc(-n2nnc3c(=O)n(Cc4cc(C)ccc4C)cnc32)cc1	-8.8	-2.1%	13.7	.
CCN(c1ccccc1)S(=O)(=O)c1ccc(C(=O)Nc2nccs2)cc1	-2.8	-4.9%	-18.7	35.5%[activator]

Record cards, as listed above:
`Cc1ccc(N(C(=O)c2ccncc2)C2C=CS(=O)(=O)C2)cc1` (stereo unspecified) reads IMPase cell inh = -11.4; ALOX12 inhib = -2.9%; PNC assembly inh = 27.2; ALOX15B inhib = .
`NC(=O)C1(N2CCCCC2)CCN(C(=O)c2ccc(C#Cc3ccccc3)o2)CC1` reads IMPase cell inh = 1.8; ALOX12 inhib = -2.0%; PNC assembly inh = 68.7; ALOX15B inhib = -7.2%

3 compounds from above, limited to IMPase cell inh, ALOX12 inhib and PNC assembly inh:
SMILES | IMPase cell inh | ALOX12 inhib | PNC assembly inh
CSc1nccc(Oc2cccc(C#N)c2)n1 | . | -4.2% | -23.0
Cc1ccc(-n2nnc3c(=O)n(Cc4cc(C)ccc4C)cnc32)cc1 | -8.8 | -2.1% | 13.7
O=C(c1cn(-c2ccccc2)nc1-c1cccs1)N1CCOCC1 | -16.3 | 4.2% | 73.2
